AMA1-RON2 inh: qHTS for Inhibitors of AMA1-RON; Towards Development of Antimalarial Drug Lead: Primary Screen. Potency, µM (titrated, usually from 58.2 µM), inactives show top-dose activity change, negative = inhibition, usual class: inhibitors. hit rate 0.2% among 360,000. Plasmodium falciparum AMA1 (3D7) - RON2 peptide interaction. AlphaScreen AMA1-biotinylated RON2 peptide binding. AID 720542, 2013; active = well fitted inhibition curve with a large enough effect; inconclusive = small, poorly fitted or top-dose-only effect; inactive = no such curve, though single readings can be large or run the other way;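 also: potency is read from the fitted curve at half-maximal effect; 0% = vehicle wells and -100% = peptide control; nearly all actives have a fitted effect of over 45% in size; some results filed as inactive show a strong effect at the top dose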
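AMA1 (3D7) with his tag at 25 nM final met compounds first, then biotinylated RON2 peptide at 25 nM; detection used donor plus acceptor beads, 10 µg/mL apiece, read by AlphaScreen after 30 min at room temperature.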
HCMV inh: qHTS Assay for inhibitors of the human cytomegalovirus (HCMV); HFF cells, HCMV-luciferase reporter, 72 h; active compounds read low; activity change, negative = inhibition, % at 57.5 µM; hit rate 4.5% among 410,000; in the data active = activity change below about -60%; inconclusive = no clear call, values can overlap the other calls; inactive = above about -39%
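Human foreskin fibroblasts infected with luciferase-reporter HCMV at MOI 1 PFU/cell, compounds at two doses. Luciferase measured 72 h post infection; normalized to buffer-only basal and Salinomycin (10uM) controls.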
The depositor's hits bear a star; ? = inconclusive; [ ] = dose if it differs, or a comment. Unless noted, % is scaled to controls: 0 for no effect and ±100 for the full control effect.

SMILES	AMA1-RON2 inh	HCMV inh
CCCCN1CCCCC1(C)C(=O)NCc1cccc(OC)c1 (stereo unspecified)	5%	-1
CS(=O)(=O)N(CC(=O)N1CCCC1)C1CCCCC1	-8%	2
O=c1[nH]nnc2c1ncn2C1OC(CO)C(O)C1O (stereo unspecified)	7%	-38
CC1CCCC(C)N1C(=O)COC(=O)c1ccccc1C(=O)c1ccccc1 (stereo unspecified)	4%	-23
O=C(Nc1ccc2c(c1)OCCO2)C(CCc1ccccc1)N1CCC(Cc2ccccc2)CC1 (stereo unspecified)	4%	59
O=C(CC[C@H]1O[C@@H](n2ccc(=O)[nH]c2=O)[C@H](O)[C@@H]1O)N1CCN(c2ccccn2)CC1	17%	13
CCc1nc2ccc(C(=O)Nc3cccc(OCC(=O)N(C)C)c3)cn2c1N(CC)CCN(C)C	3%	10
CC(=O)NC(c1ccccc1)c1nc(-c2csc3ccccc23)cs1 (stereo unspecified)	48%[activator]	53
O[C@@H]1CN(CC2CCCCC2)[C@@H](c2ccc(Cl)cc2)C[C@H]1n1cc(C2CC2)nn1	7%	-8
Nc1ccn([C@@H]2O[C@H](CNCc3ccc(Oc4cc(-n5cccn5)ncn4)cc3)[C@@H](O)[C@H]2O)c(=O)n1	10%	-7
CCN1C(=O)c2cccc3c(S(=O)(=O)N(C)C)ccc1c23	20%	-19
COc1ccc(C(=O)C(OP(=O)(OC)OC)c2ccccc2OC)cc1 (stereo unspecified)	-2%	-5
Cc1cccc(C)c1NC(=O)C1(C)CSCC(=O)N1CCOc1ccccc1 (stereo unspecified)	-5%	2
O=C(c1cccs1)N1C[C@@H](n2cc(-c3ccc(F)cc3)nn2)[C@H](O)C[C@@H]1c1ccccc1	-5%	-21
O=C(OCc1cn([C@H]2C[C@H](c3ccc(Cl)cc3)N(C(=O)C3CCCCC3)C[C@@H]2O)nn1)c1ccccc1	0%	25
CN(C)CCCNc1nc2cc(-c3ccccc3CO)sc2c(=O)n1C	20%	-6
Cc1ccc(OC(=O)N(C)C[C@H]2OCc3cnnn3CCCC(=O)N([C@@H](C)CO)C[C@H]2C)cc1	7%	-15
O=C(Nc1nnc([C@H]2C[C@H](O)[C@@H](CO)O2)s1)c1cccc(C(F)(F)F)c1	0%	8
O=C1NC[C@H](CCCCN2CCN(CCC3CCCCC3)C(=O)C2=O)N(CCC2CCCCC2)C1=O	0%	-20
Cc1ccccc1S(=O)(=O)N1C[C@H]2[C@H]3C(=O)N(C4CCCCC4)C(=O)[C@H]3CC(=O)[C@H]2[C@@H]1c1ccc(Cl)cc1	-5%	5
Fc1ccc(-c2nc3ccc(Cl)cn3c2Cc2ccccc2C(F)(F)F)cc1	13%	18
Cc1ccc(Cc2c(-c3cccc(Br)c3)nc3ccc(Cl)cn23)cc1	-23%	32
CCC(C(=O)NC1CCCC1)n1c(-c2ccnc3ccccc23)nc2ccccc21 (stereo unspecified)	-1%	-3
C[C@@H]1CN([C@@H](C)CO)C(=O)c2cc(NS(C)(=O)=O)ccc2O[C@@H](C)CCCCO[C@H]1CN(C)Cc1ccc2c(c1)OCO2	-3%	1
O=C(C[C@H]1CC[C@@H](NC(=O)c2ccncc2)[C@@H](CO)O1)NCC1CC1	1%	3

Seven consecutive entries out of the list so far, for reference:
SMILES	AMA1-RON2 inh	HCMV inh
O=C1NC[C@H](CCCCN2CCN(CCC3CCCCC3)C(=O)C2=O)N(CCC2CCCCC2)C1=O	0%	-20
Cc1ccccc1S(=O)(=O)N1C[C@H]2[C@H]3C(=O)N(C4CCCCC4)C(=O)[C@H]3CC(=O)[C@H]2[C@@H]1c1ccc(Cl)cc1	-5%	5
Fc1ccc(-c2nc3ccc(Cl)cn3c2Cc2ccccc2C(F)(F)F)cc1	13%	18
Cc1ccc(Cc2c(-c3cccc(Br)c3)nc3ccc(Cl)cn23)cc1	-23%	32
CCC(C(=O)NC1CCCC1)n1c(-c2ccnc3ccccc23)nc2ccccc21 (stereo unspecified)	-1%	-3
C[C@@H]1CN([C@@H](C)CO)C(=O)c2cc(NS(C)(=O)=O)ccc2O[C@@H](C)CCCCO[C@H]1CN(C)Cc1ccc2c(c1)OCO2	-3%	1
O=C(C[C@H]1CC[C@@H](NC(=O)c2ccncc2)[C@@H](CO)O1)NCC1CC1	1%	3

Following part:
SMILES	AMA1-RON2 inh	HCMV inh
CC1(C(=O)NCCc2c[nH]c3ccccc23)CCN1Cc1ccccc1OC(F)F (stereo unspecified)	-13%	-96*
CN(NS(=O)(=O)c1ccc([N+](=O)[O-])cc1)c1ccccc1	-18%	-24
Cc1cc(C)nc(Nc2nc(C(N)Cc3ccc(Cl)cc3)cs2)n1 (stereo unspecified)	25%	17
Cc1ccc(N2CC(C(=O)OCC(=O)Nc3c(C)cccc3C)CC2=O)cc1 (stereo unspecified)	0%	-16
CC1(C(=O)NS(=O)(=O)c2ccc(Br)cc2)CCN1C(=O)CCc1cccs1 (stereo unspecified)	-20%	2
COc1cc(CN2C[C@@H](CO)O[C@@H](n3cnc4c(N5CCN(c6ccccc6)CC5)ncnc43)C2)cc(OC)c1OC	-23%	-34
Cc1ccc(-c2nc3c4ccccc4ccn3c2Cc2ccccc2C(F)(F)F)cc1	-18%	30
COC(=O)CN1C(=O)COc2ccc(S(=O)(=O)N3CCCCC3)cc21	6%	74
Cc1sc2nc(-c3ccccc3F)oc(=O)c2c1C	-9%	20
COc1ccc(CC(N)c2csc(NC(=O)CCc3ccccc3)n2)cc1 (stereo unspecified)	57%[activator]	7
COc1ccc(OCCN2CCC(C(=O)NC(c3ccc(OC)cc3)c3ccccn3)CC2)cc1 (stereo unspecified)	3%	16
Cc1ccc(CN2CCC[C@]3(N[C@H](c4ccc(C)cc4)[C@@H]4C(=O)N(C)C(=O)[C@@H]43)C2=O)cc1	-11%	-10
CCOC(=O)[C@]12CCCC=C1N(Cc1ccc(Cl)cc1Cl)C(=O)[C@H](CC(=O)N1CCC(c3ccccc3)CC1)C2	-7%	-14
OC(c1ccccc1)(c1nc(-c2cc(F)cc(F)c2)cs1)C(F)(F)F (stereo unspecified)	-3%	-11
CC1(Cc2ccccc2OC(F)(F)F)C(=O)Nc2c(Cl)ccc(Cl)c21 (stereo unspecified)	2%	-10
CC(C)(C)OC(=O)N1C(=O)[C@](OC(=O)c2ccccc2)(c2ccccc2)c2cccc(F)c21	-7%	-14
O=C1c2cccc3cccc(c23)C(c2nc3ccccc3[nH]2)N1C1CC1 (stereo unspecified)	13%	2
CC(C)(C)OC(=O)[C@H](Cc1ccccc1)NC(=O)c1[nH]cnc1C(=O)Nc1ccccc1F	99%[activator]	?
CN[C@@H](C)C(=O)NC[C@H]1O[C@@H](n2cnc3c(=O)[nH]c(N)nc32)[C@H](O)[C@@H]1O	3%	9
CC(C)c1nc(SCC(=O)N2CCCCC2)c2c(=O)n(C)c(=O)n(C)c2n1	4%	-31
CC(C)NC(=O)C1(C)CN(S(C)(=O)=O)CC(=O)N1CCCn1ccnc1 (stereo unspecified)	-16%	-17
Cc1ccc(-[n+]2c(Cc3nn(-c4ccccc4)c(C)[n+]3-c3ccc(C)cc3)nn(-c3ccccc3)c2C)cc1	-8%	-31
CCC(=O)N(c1nnc(SC(C)C(=O)Nc2ccc(N3CCOCC3)cc2)s1)C1CC1 (stereo unspecified)	-1%	8
Cc1cc(Cl)ccc1OC(C)C(=O)Nc1cccc(S(=O)(=O)N2CCOCC2)c1 (stereo unspecified)	2%	-30
CCNC(=S)Nc1ccc2c(c1)c(=O)n(C)n2Cc1ccc(Cl)cc1	37%[activator]	-4
SMILES	AMA1-RON2 inh	HCMV inh
CC(=O)N1CCOC12CCN(Cc1ccccc1)CC2	-2%	5
COCc1cccc(-c2csc(C(NC(C)=O)c3ccc(F)c(F)c3)n2)c1 (stereo unspecified)	0%	-22
COc1ccc(NC(=O)C2Cc3c(-c4cccc(C(C)=O)c4)ccnc3O2)cc1OC (stereo unspecified)	-13%	-92*
C#Cc1ccc(NC(=O)C2(C)CCN2C(=O)C2(c3ccccc3)CC2)cc1 (stereo unspecified)	-7%	-38
CC(=O)Nc1ccc(-c2ccnc3c2CC(C)(C(=O)NCCC(F)(F)F)O3)cc1 (stereo unspecified)	-1%	18
CN(C)CCCN1c2ccc(O)cc2Sc2ccc(Cl)cc21	20µM*	-36
CCC(C(=O)NC(C)(C)C)n1c(-c2ccccc2)nc2ccccc21 (stereo unspecified)	-3%	6
CCN(CC)c1ncnc2c1ncn2[C@H]1CN(Cc2ccccc2)C[C@@H](COC(C)=O)O1	0%	11
CCOc1ccc(NC(=O)CN(C)C(=O)c2cc3c(s2)CCC3)cc1OCC	-26%	-18
CC(O)(c1cccnc1)c1nc(-c2cccc(C(F)(F)F)c2)cs1 (stereo unspecified)	10%	-3
CCCCCCN1C[C@@H](O)[C@H](n2cc(C3CC3)nn2)C[C@@H]1c1ccc(Cl)cc1	-2%	0
Clc1ccc2nc3ccccc3cc2c1	2%	6
Cc1cc(NC(=O)COc2ccc3c(C)c(C)c(=O)oc3c2)no1	-2%	-1
CCOCCC(=O)Nc1ncc(S(=O)(=O)c2ccc([N+](=O)[O-])cc2)s1	10%	18
CC(C)=CCC[C@H](C)CC1Cc2[nH]c(=S)[nH]c(=O)c2C(c2ccc(Cl)cc2)O1 (stereo partly specified)	105%[activator]	-20
CC1(C)CN(Cc2ccccc2)C(=O)[C@H]1CC(=O)Nc1ccc(Br)cc1	14%	-32
Cc1ccc(S(=O)(=O)N2C[C@H]3[C@H]4C(=O)N(c5ccccc5)C(=O)[C@H]4CC(=O)[C@H]3[C@@H]2c2ccccc2F)cc1	2%	-13
C[C@@H]1CN([C@H](C)CO)C(=O)CCCn2nncc2CO[C@H]1CN(C)S(=O)(=O)c1ccc(F)cc1	8%	9
O=c1[nH]cc(Cc2ccccc2)c(=O)[nH]1	-13%	29
Cc1ccc([C@@H]2CC(=O)[C@@H]3CN(S(=O)(=O)c4ccc(C)cc4)[C@H](c4cccc(Cl)c4)C[C@@H]3N2S(=O)(=O)c2ccc(Cl)cc2)cc1	-3%	-34
COc1ccc(OCC(=O)N2CCCC(Nc3ccc(C)c(C)c3)C2)cc1 (stereo unspecified)	5%	8
COc1cccc(C(C)(O)c2nc(-c3ccc(F)c(Cl)c3)cs2)c1 (stereo unspecified)	23%	-23
O=C1Nc2cnc(Cl)nc2Nc2ccccc21	-2%	9
CC1=C(C(=O)N(C)C)CC(CC(=O)NC2CCCCC2)C(=O)N1CCCN1CCCC1=O (stereo unspecified)	7%	-19
CCOc1ccc(NC(=O)CN(C)C2=NS(=O)(=O)c3ccccc32)cc1	4%	5

Part of the list above, with two lines to a compound:
The line under a structure holds: AMA1-RON2 inh | HCMV inh
CCN(CC)c1ncnc2c1ncn2[C@H]1CN(Cc2ccccc2)C[C@@H](COC(C)=O)O1
    0% | 11
CCOc1ccc(NC(=O)CN(C)C(=O)c2cc3c(s2)CCC3)cc1OCC
    -26% | -18

More structures follow:
SMILES	AMA1-RON2 inh	HCMV inh
COc1ccccc1C(O)c1ncc(-c2ccccc2C)[nH]1 (stereo unspecified)	-16%	-21
CCOC(=O)C1=CCC(c2ccc(F)cc2)N(S(=O)(=O)c2ccc(C)cc2)C1 (stereo unspecified)	11%	6
C[N+](=O)C1C(=O)Nc2ccccc21 (stereo unspecified)	-6%	-13
O=CNc1cc(-c2ccc(C(=O)NC3CC3)cc2)cn2c(-c3ccc(F)cc3)cnc12	43%[activator]	-30
CC1(Cc2cccc(F)c2)C(=O)Nc2ccc(-c3cccnc3)cc21 (stereo unspecified)	-19%	-74*
CC(C)NC(=O)C1(C)CSCC(=O)N1Cc1cccc(F)c1 (stereo unspecified)	1%	31
O=c1[nH]c2ccccc2n1C1CCN(CCOc2ccccc2)CC1	-5%	-30
CC(=O)NC(c1ccc(F)c(F)c1)c1nc(-c2cccc(F)c2)cs1 (stereo unspecified)	-9%	?
COc1ccc(CC(N)c2csc(Nc3cc(Oc4ccccc4)ncn3)n2)cc1 (stereo unspecified)	41%[activator]	0
Cc1cccc(-c2ccc3[nH]c4c(c3c2)CCN2C[C@@H]([C@H](C)OC(=O)Nc3ccccc3C)[C@@H](N(C)C(=O)Nc3ccccc3C)C[C@@H]42)c1	-11%	-3
Cc1ccc(NC(=O)CN2CCN(S(=O)(=O)c3ccc4c(c3)OCCO4)CC2)c(C)c1	5%	11
O=C(CS(=O)(=O)Cc1ccccc1)c1ccccc1	3%	-16
CC(C)C[C@@H](COCc1ccc(Cl)cc1)N1CCN(C(=O)c2ccc(Cl)cc2Cl)CCC1=O	3%	-13
CC1(C(=O)NS(=O)(=O)c2cccc(Cl)c2)CCN1C(=O)Cc1ccc(-c2ccccc2)cc1 (stereo unspecified)	9%	31
CCCS(=O)(=O)NC(=O)C1(C)CCN(C(=O)c2cc(F)ccc2C)C1 (stereo unspecified)	0%	1

These rows are one share of the data; count on the stated rates, not on these rows.
